# Bioassay records (PubChem BioAssay)
# All columns: NCI-60 one-dose screen, growth in % after 48 h at 10 µM unless noted; 100 = growth as untreated, 0 = no growth, -100 = all killed.
# U251: U251 CNS tumor cells; 5.4% of 80,000 active
# PC-3: PC-3 prostate cancer cells; AID 1794754; 3.9% of 80,000 active
# SF-539: SF-539 CNS cancer | AID 1794752 | 6.8% of 81,000 active
# UO-31: UO-31 renal cancer; 5.2% of 81,000 active
# 786-0: 786-0 renal cancer cells | 5.1% of 81,000 active
# SF-295: SF-295 CNS cancer cells; 5.6% of 79,000 active
# SN12C: SN12C renal cancer cells; 3.8% of 81,000 active
# SF-268: SF-268 CNS cancer cells; 3.1% of 82,000 active
# DU-145: DU-145 prostate cancer. 4.2% of 81,000 active
# * marks the source's active call; other numbers are inactive results; · = no result given; & = joins results of further samples. The calls were made as follows: active = growth percent below 10; inactive = the rest. Compounds as they come. Share with any hit: about 9.4%.
SMILES,U251,PC-3,SF-539,UO-31,786-0,SF-295,SN12C,SF-268,DU-145
Nc1nc(Nc2ccccc2)nn1Cc1c(Cl)cccc1Cl,54,27,38,12,28,47,44,50,48
S=c1nc[nH]c2nc[nH]c12,51,53,31,34,17,11,69,39,44
CCOC(=O)/C(C#N)=C\c1ccc(N(CC)CC)cc1,91,96,104,87,90,95,96,97,102
CCCCSc1cc(C)nc(N)n1,94,·,96,46,96,102,92,99,105
COCCOc1cnc(Sc2cc(C)c(-c3csc(NC(=O)c4ccncc4)n3)c(C)c2)cn1,69,61,69,52,69,28,66,72,80
O=C(Nc1ncc(Cc2ccc(F)cc2)s1)C1=NCCCN1,101,93,95,79,103,100,101,99,105
N=C(N)c1ccc(-c2ccc(-c3ccc(F)cc3)s2)cc1,·,-94*,-95*,-88*,-82*,-94*,-71*,-80*,-93*
CC1CC(C(C)(C)C)C(=O)C(C(C)(C)C)C1 (stereo unspecified),105,108,101,96,100,105,105,103,112
Cc1c(Br)cc(Br)cc1Br,100,98,92,68,96,106,·,116,126
O=C(N/N=C/c1ccc(Cl)cc1)c1ccccc1Nc1ccnc(C(F)(F)F)c1,107,97,105,101,90,111,88,99,122
CC(Sc1nc2ccccc2c(=O)n1CCc1ccc(S(N)(=O)=O)cc1)C(=O)Nc1ccc(Cl)cc1 (stereo unspecified),84,82,91,54,80,84,86,75,99
Cn1cc(Nc2nccc(-c3ccc(N4CCCC4)c(C#N)c3)n2)cn1,36,43,44,32,43,71,45,46,56
CC1(C)OC(=O)C(=Cc2ccccc2F)C(=O)O1,102,103,99,85,95,102,97,97,104
COc1ccc2c(c1)cn1c3ccc(O)cc3nc(N)c21,24,20,-23*,16,18,22,35,32,24
Cc1cc2nc3c4cc([N+](=O)[O-])cc([N+](=O)[O-])c4n(CCN(C)C)c3nc2cc1C,82,77,76,40,80,63,60,74,92
O=C1/C=C/[C@@H](O)[C@@H]2C[C@@H](O)C[C@H]2/C=C/CCCCO1,40,-17*,18,8.6*,3.2*,22,45,12,19
CCC/C=C(\C#N)C(=O)OC,99,97,100,88,101,·,105,108,102
CCCCCCCCCCC(CN(C)C)C(=O)c1ccccc1 (stereo unspecified),76,62,94,61,84,94,72,91,90
CCN(CC)CCNc1ccc(CO)c2sc3ccccc3c(=O)c12,32,46,50,25,50,45,38,41,39
O=S(=O)(Nc1ncccn1)c1ccc(-n2c(-c3ccccc3)nc(-c3ccccc3)c2-c2ccccc2)cc1,81,68,83,62,88,66,92,85,101
N#CCC(N)=C(C#N)C#N,97,90,103,98,100,94,99,100,113
O=S(=O)(NC1CCCCC1)c1ccc2c(c1)C(Br)c1cc(S(=O)(=O)NC3CCCCC3)ccc1-2,112,100,98,90,102,98,99,108,105
Fc1ccc(NC(c2ccc(OC(F)F)c(OC3CC3)c2)c2nnnn2C2CCCCC2)cc1 (stereo unspecified),75,55,89,58,78,64,86,67,98
c1cnc2nc3c(cc2c1)oc1ccccc13,97,104,93,68,89,97,95,97,103
CC1COc2c(N3CCN(C)CC3)c(F)cc3c(=O)c(C(=O)NNC(=S)Nc4ccc(Cl)cc4Cl)cn1c23 (stereo unspecified),92,92,99,91,93,103,101,99,107
Cc1nc2sccn2c(=O)c1CCN1CCC(=C(c2ccc(F)cc2)c2ccc(F)cc2)CC1,96,80,103,60,102,93,95,109,122
COC1OC(COS(=O)(=O)c2ccc(C)cc2)C2OC(C)(C)OC12 (stereo unspecified),107,98,98,85,97,95,101,104,105
COC(=O)/C=C1\SC(=Nc2ccc(F)cc2)N(CCc2c[nH]c3ccccc23)C1=O,98,88,109,81,104,98,103,104,102
CCCC(C)(C)COC(=O)c1cccc(N)c1,89,78,103,69,94,101,98,98,106
C=CC1CCC(C=C)C(C=C)C1 (stereo unspecified),100,99,113,103,109,113,100,102,113

# In the list so far, these have a Cl atom.
SMILES,U251,PC-3,SF-539,UO-31,786-0,SF-295,SN12C,SF-268,DU-145
Nc1nc(Nc2ccccc2)nn1Cc1c(Cl)cccc1Cl,54,27,38,12,28,47,44,50,48
O=C(N/N=C/c1ccc(Cl)cc1)c1ccccc1Nc1ccnc(C(F)(F)F)c1,107,97,105,101,90,111,88,99,122
CC(Sc1nc2ccccc2c(=O)n1CCc1ccc(S(N)(=O)=O)cc1)C(=O)Nc1ccc(Cl)cc1 (stereo unspecified),84,82,91,54,80,84,86,75,99
CC1COc2c(N3CCN(C)CC3)c(F)cc3c(=O)c(C(=O)NNC(=S)Nc4ccc(Cl)cc4Cl)cn1c23 (stereo unspecified),92,92,99,91,93,103,101,99,107

# Next section
SMILES,U251,PC-3,SF-539,UO-31,786-0,SF-295,SN12C,SF-268,DU-145
NC(N)=NS(=O)(=O)c1ccc(N=Nc2c(N)[nH][nH]c2=O)cc1,111,105,95,89,99,98,100,99,107
O=C(/C=C(O)/C=C/c1ccc2[nH]ccc2c1)/C=C/c1ccc2[nH]ccc2c1,62,84,99,59,93,101,90,50,83
CNCCNc1nc2ccccc2c2c(=O)c3cccc(C)c3sc12,25,41,52,30,57,76,32,54,28
CCC(=O)OCCNC(=O)/C=C/c1ccc(OC)cc1,99,83,96,87,102,98,113,95,103
O=C(N/N=C\c1ccc(O)c(S(=O)(=O)O)c1)N/N=C/c1ccc(O)c(S(=O)(=O)O)c1,94,91,104,82,100,109,105,103,108
N#Cc1c(NC(=O)c2cccs2)[n+]([O-])c2ccc(F)cc2[n+]1[O-],93,77,98,·,103,100,98,101,103
CC(C)CNCC(O)Cc1ccccc1 (stereo unspecified),96,92,95,93,92,92,108,94,104
COC(=O)c1ccc2c(c1)C(=O)N(CCc1ccc(S(N)(=O)=O)cc1)C2=O,104,98,103,83,104,102,106,98,102
NC/C(=C/F)COc1ccc2nc(N3CCOCC3)oc2c1,113,103,98,65,92,102,85,91,93
COc1ccc(C(=O)CSc2nc(-c3ccc(OC)cc3)cn2-c2ccc(Cl)cc2)cc1,96,89,105,87,95,93,97,93,107

# Results in UO-31, SF-295 and U251 (two entries from above):
Molecule	UO-31	SF-295	U251
NC(N)=NS(=O)(=O)c1ccc(N=Nc2c(N)[nH][nH]c2=O)cc1	89	98	111
CNCCNc1nc2ccccc2c2c(=O)c3cccc(C)c3sc12	30	76	25

# The results go on:
SMILES,U251,PC-3,SF-539,UO-31,786-0,SF-295,SN12C,SF-268,DU-145
CC(C)c1ccc(O)c(=O)cc1,51,70,76,58,52,58,77,70,89
O=C1C=CC(=NN=C(c2ccccc2)c2ccccc2)C=C1,·,88,82,74,114,88,91,96,114
COCc1cc(C)nc2sc(-c3snnc3C)c(N)c12,98,83,·,78,83,90,99,95,100
C[C@]12CC[C@H]3[C@@H](CC=C4C[C@@H](O)CC[C@@]43C)[C@@H]1CC[C@@H]2c1ccn[nH]1,98,80,97,103,102,102,102,100,102
Cc1ccc(/C=C2\C(=O)N(C)c3ccc(S(=O)(=O)Nc4ccc(C(C)(C)C)cc4)cc32)s1,21,53,19,57,40,43,37,27,39
O=C1OC(=O)C2C3C=CC(C3=C(c3ccccc3)c3ccccc3)C12 (stereo unspecified),105,97,101,75,94,114,102,95,103
CCOC(=O)/C=C(/CSC(=S)OCC)OCC,100,101,95,97,98,97,107,97,112
COc1ccc(NCc2cn(-c3ccc(C(=O)O)cc3)nc2-c2ccccc2)cc1,104,103,87,93,96,93,102,108,106
CCOC(=O)CCCN1C/C(=C\c2ccccc2)C(=O)c2cc(C)ccc21,95,100,83,86,97,88,99,104,112
C#CCn1c(-c2nonc2N)nc2ccccc21,95,104,103,78,96,97,107,103,113
Cn1ncc2c(Nc3ccc(O)cc3)nc(Cl)nc21,99,119,97,84,111,109,97,98,113
CCOC(=O)C12CCCC1=CC(=O)CC2 (stereo unspecified),105,95,·,85,104,115,110,103,116
COc1cc(C2NC(=O)C(C#N)=C(Nc3cccc(C)c3)S2)ccc1O (stereo unspecified),103,98,90,95,105,101,90,109,122
O=C1C(Cl)=C(NCc2ccco2)C(=O)c2ccccc21,70,83,115,97,113,76,90,103,16
O=C(NNC(=O)c1ccc(OCc2nc3ccc(Cl)cc3[nH]2)cc1)Nc1ccc(Cl)cc1,121,108,91,95,97,106,95,115,107
Cn1cc(-c2nn3cc(-c4cccnc4)nc3s2)c2cc(Cl)ccc21,99,83,98,73,116,100,93,105,105
CC(C)(CO)CN1CCOCC1,101,92,108,88,100,108,104,101,116
Nc1ccc(C(=O)Nc2ccc(C(=O)Nc3ccc4c(O)cc(S(=O)(=O)O)cc4c3)cc2)cc1,101,98,101,·,·,106,101,108,116
COc1ccccc1C(OC(C)=O)OC(C)=O,97,102,101,90,98,97,111,99,109
COc1ccc2nc(-c3ccc(Cl)cc3)cc(C(=O)N3N=C(c4ccc(N)cc4)CC3c3ccc(Cl)cc3)c2c1 (stereo unspecified),84,76,80,67,73,68,94,78,96

# Whole records, looked up by structure. Order of values: U251 | PC-3 | SF-539 | UO-31 | 786-0 | SF-295 | SN12C | SF-268 | DU-145
# Shown for `COc1ccccc1C(OC(C)=O)OC(C)=O` → 97 | 102 | 101 | 90 | 98 | 97 | 111 | 99 | 109
# Shown for `Cn1ncc2c(Nc3ccc(O)cc3)nc(Cl)nc21` → 99 | 119 | 97 | 84 | 111 | 109 | 97 | 98 | 113
# Shown for `O=C(NNC(=O)c1ccc(OCc2nc3ccc(Cl)cc3[nH]2)cc1)Nc1ccc(Cl)cc1` → 121 | 108 | 91 | 95 | 97 | 106 | 95 | 115 | 107

# The listing continues:
SMILES,U251,PC-3,SF-539,UO-31,786-0,SF-295,SN12C,SF-268,DU-145
C=CC(=O)N[C@H](/C=C/C(=O)O)Cc1ccc(-c2cc(Cl)cc(Cl)c2)cc1,93,87,96,93,103,98,96,101,106
CCn1cc(-c2cc(-c3ccc(Cl)cc3)nc(N)n2)c(-c2ccc(Br)cc2)n1,87,47,87,68,89,84,84,95,99
O=C(Nc1ccc(NC(=O)Oc2cccc3ccccc23)c2c1C(=O)c1ccccc1C2=O)Oc1cccc2ccccc12,82,58,92,44,103,98,·,77,89
CCCCNC(=O)Cn1nc(C)c2c1CC(C)(C)CC2=O,102,100,96,78,95,102,100,102,106
CC[C@H](CO)Nc1nc(NCc2ccccc2)n2ncc(C(C)C)c2n1,5.2*,·,-46*,10,-2.7*,0.5*,17,5.9*,7.5*
O=C(CN1C(=O)c2ccccc2S1(=O)=O)Nc1nc(-c2cc3ccccc3oc2=O)cs1,99,98,96,91,92,102,97,96,108
C=CCc1cc(C(CC)(C(=O)CC)c2ccc(O)c(CC=C)c2)ccc1O,81,55,86,54,88,61,80,64,91
CCCCCCCCCCCNNC(=O)c1ccncc1,78,90,98,79,90,94,96,89,105
O=C1OC(C(O)C(O)CO)C(O)=C1O (stereo unspecified),93&104,85&93,97,94&104,97&95,101&136,101&107,105&109,115&115
CN(C)c1ccc(Nc2c3ccccc3nc3cc(NC(=O)CCN4CCCC4)ccc23)cc1,-49*,-25*,-69*,-53*,-54*,6.3*,-7.4*,-6.9*,-39*
OC1CCN(CCCOc2c3ccccc3nc3c2oc2ccc(Cl)cc23)CC1,22,8.4*,15,13,12,8.7*,19,23,5.1*
CC(C)(C)SC(C)(C)C,99,99,92,81,93,103,98,96,100
Cc1nc(-c2cc3ccccc3oc2=O)ccc1C(=O)/C=C/c1cccs1,95,96,95,82,100,97,100,98,109
CCSC1=Nc2c(c(-c3ccccc3)cn2-c2ccc(C)cc2)C2=NCCN12,96,84,102,67,98,93,94,90,106
Fc1ccc(-n2cc(COc3ncnc4sc5c(c34)CCCC5)nn2)cc1,98,97,100,82,99,99,101,95,107
CCOC(=O)c1ccc2nc(-c3c(C)nn(-c4ccccc4)c3N3CCCCC3)[nH]c2c1,89,77,99,85,95,96,96,93,102
COc1ccc2c(c1)C(=C(C#N)C#N)C=CN2C,107,100,101,73,98,97,106,105,114
CCOC(=O)c1[nH]nc2c1C1(C(=O)Nc3ccc(Br)cc31)C(C#N)=C(N)O2 (stereo unspecified),103,86,101,79,103,98,90,97,103
COc1ccc(C(=O)Cn2c(=O)cc(C#N)c3c4cccnc4ccc32)cc1,94,80,97,88,93,95,97,100,97
CCCCCCCC/C=C\CCCCCCCCOc1cccc(CC(=O)NCC[N+]2(C)CCCC2)c1,53,36,99,94,94,96,53,66,93
Clc1ccc(C=C2c3ccccc3-c3ccccc32)cc1,89,96,98,91,95,99,103,98,106
COc1ccc(-c2c(NC(=O)Nc3cccc(C(F)(F)F)c3)cnn2-c2ccc(S(N)(=O)=O)cc2)cc1,82,67,87,84,89,92,97,87,99
O=[N+]([O-])c1ccc(N2CCOCC2)c([N+](=O)[O-])c1,98,98,101,75,101,115,104,101,114
C[Si](C)(Oc1ccc(Cl)cc1)Oc1ccc(Cl)cc1,98,93,93,·,94,92,91,99,109
Cc1cc(O)c(Br)cc1C,102,112,93,93,105,101,100,110,109
CC(C)c1ccc(C(=O)OCCc2ccccc2)cc1,93,85,105,95,102,102,109,112,107
O=C(Nc1ccc(Cl)cc1C(=O)Nc1ccncc1)c1ccc(Cl)cc1Cl,80,80,84,66,97,92,90,84,98
CC(C)c1cccc(OCC(=O)O)c1OCC(=O)O,94,88,100,90,97,97,97,96,109
O=C(CCCn1c(O)c(/C=C2\C=Nc3ccccc32)sc1=S)NCCc1c[nH]c2ccccc12,79,·,83,50,97,98,79,85,99
COc1ccc(CC(=O)c2ccc(O)cc2O)cc1,116,109,99,99,96,113,123,132,138
CC(=O)OC1=C2C(C[C@H]3[C@@H]4CC[C@@H]5C[C@H](O)CC[C@]5(C)[C@H]4C(=O)C[C@]23C)C(C(=O)O)=C(C(=O)O)C1 (stereo partly specified),110,93,99,103,105,95,108,124,117
Cc1ccc2oc(=O)cc(C3=NCCc4c3[nH]c3ccccc43)c2c1,84,60,97,58,99,79,70,92,104
